SRC2 inh = inhibition of GAL4-SRC2 driven luciferase reporter, primary screen, SRC2 inhibitor project, cell-based, luminescence; Nuclear receptor coactivator 2 (Homo sapiens), Q15596; HEK293 GAL4-SRC2 luciferase reporter; inhibition, % at 9 µM; actives 0.17% (n = 370,000); AID 651957, 2012;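 active = inhibition above the mean inhibition of all tested compounds plus 3 SD, set per campaign, cut at about 52% in these data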;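 note: 0% = DMSO treated cells and 100% = cells given Gossypol at 36 µM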
SRC1 inh = SRC1 coactivator transcriptional activity inhibitors, primary screen, cell-based, luminescence | actives 0.12% (n = 360,000) | Nuclear receptor coactivator 1 (Homo sapiens), Q15788 | HEK293 GAL4-SRC1 luciferase reporter | inhibition, % at 3.6 µM;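 active = inhibition above the campaign mean plus 3 SD, with each screening campaign given its own cutoff, cut at about 60% in these data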;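 note: 0% = DMSO treated cells and 100% = gossypol at 36 µM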
TWEAK Fn14 block = inhibitors of TWEAK-Fn14 signaling, primary screen, luciferase reporter cells, uHTS; AID 1159606, 2016; actives 2% (n = 360,000); TWEAK-stimulated Fn14 reporter cells, luciferase luminescence, 8 h; inhibition, % at 10 µM; in the data active = inhibition above about 50%
SRC3 inh = SRC3 coactivator transcriptional activity inhibitors, primary screen, cell-based, luminescence; HEK293 GAL4-SRC3 luciferase reporter; inhibition, % at 3.6 µM; actives 0.17% (n = 360,000);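 active = inhibition above a per-campaign cutoff, the mean of all compounds plus 3 SD, cut at about 60% in these data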;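 note: 0% = DMSO-treated cells and 100% = gossypol-treated cells at 36 µM; higher means less SRC3-driven luciferase light from the GAL4 reporter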
NR5A2 inv ag = LRH-1 (NR5A2) inverse agonists, primary screen, cell-based, luminescence, HEK293T, StAR-luciferase reporter | Nuclear receptor subfamily 5 group A member 2 (Homo sapiens), O00482 | AID 602396, 2012 | LRH-1 transfected, 24 h | actives 0.13% (n = 360,000) | inhibition, % at 3.6 µM;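 active = inhibition above the mean inhibition of all tested compounds plus 3 SD, cut at about 73% in these data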;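 note: 0% = DMSO wells and 100% = reporter-only cells lacking LRH-1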
Target sequence (O00482 whole entry, looked up): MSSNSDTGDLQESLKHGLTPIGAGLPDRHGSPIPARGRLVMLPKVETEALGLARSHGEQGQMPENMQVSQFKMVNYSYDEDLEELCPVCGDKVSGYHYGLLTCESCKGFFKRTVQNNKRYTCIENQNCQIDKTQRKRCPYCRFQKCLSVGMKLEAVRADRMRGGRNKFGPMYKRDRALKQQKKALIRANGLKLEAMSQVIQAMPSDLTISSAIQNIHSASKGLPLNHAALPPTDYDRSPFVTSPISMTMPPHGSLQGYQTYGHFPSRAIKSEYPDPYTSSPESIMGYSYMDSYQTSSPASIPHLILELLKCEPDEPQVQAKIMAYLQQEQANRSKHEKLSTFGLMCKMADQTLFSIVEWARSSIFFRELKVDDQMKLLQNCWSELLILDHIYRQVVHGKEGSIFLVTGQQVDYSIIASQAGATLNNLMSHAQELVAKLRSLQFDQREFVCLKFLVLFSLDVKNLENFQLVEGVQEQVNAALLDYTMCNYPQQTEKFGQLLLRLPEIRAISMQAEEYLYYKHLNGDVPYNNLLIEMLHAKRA
LMP1 NFkB inh = EBV LMP1-driven NF-kappaB luciferase reporter inhibitors, primary screen, cell-based, luminescence, single point. LMP1-induced NF-kappaB luciferase reporter cells. inhibition, % at 12.5 µM. actives 0.69% (n = 350,000). AID 504558, 2011; in the data active = inhibition above about 41%;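 note: 0% = neutral control wells and 100% = reference inhibitor control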
TRAIL sens C8 = viability loss with TRAIL in NB7+C8 cells, primary screen, TRAIL sensitizer project, cell-based, ATPlite luminescence; AID 624354, 2012; inhibition (viability loss, TRAIL sensitization), % at 10 µM; actives 1% (n = 360,000);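 active = compounds causing at least 50% loss of cell viability in the single-dose screen, relative to plate controls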
NOD2-RIPK2 inh = NOD2-RIPK2 binding disruptors in cells, primary screen, fluorescence, CHO cells, BLA complementation | Receptor-interacting serine/threonine-protein kinase 2 (Homo sapiens), O43353 | CCF4 ratio | inhibition, % at 4.98 µM | actives 0.38% (n = 360,000) | AID 624267, 2012; in the data active = inhibition above about 21%;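 note: 0% = vehicle only and 100% = reference blocker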
COUP-TFII inh = NR2F2 transcriptional activity inhibitors, primary screen, cell-based, luciferase reporter, HEK293T, luminescence | inhibition, % at 8.6 µM | AID 686940, 2013 | actives 0.7% (n = 370,000) | HEK293T NGFI-A luciferase reporter | COUP transcription factor 2 (Homo sapiens), P24468;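 active = inhibition above a per-plate cutoff, mean inhibition of test wells between control levels plus 3 SD, cut at about 38% in these data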;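 note: cells cotransfected with COUP-TFII expression vector driving the NGFI-A reporter; 0% = median of COUP-TF2 test wells and 100% = reporter-only cells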
Target sequence (P24468 whole entry, looked up): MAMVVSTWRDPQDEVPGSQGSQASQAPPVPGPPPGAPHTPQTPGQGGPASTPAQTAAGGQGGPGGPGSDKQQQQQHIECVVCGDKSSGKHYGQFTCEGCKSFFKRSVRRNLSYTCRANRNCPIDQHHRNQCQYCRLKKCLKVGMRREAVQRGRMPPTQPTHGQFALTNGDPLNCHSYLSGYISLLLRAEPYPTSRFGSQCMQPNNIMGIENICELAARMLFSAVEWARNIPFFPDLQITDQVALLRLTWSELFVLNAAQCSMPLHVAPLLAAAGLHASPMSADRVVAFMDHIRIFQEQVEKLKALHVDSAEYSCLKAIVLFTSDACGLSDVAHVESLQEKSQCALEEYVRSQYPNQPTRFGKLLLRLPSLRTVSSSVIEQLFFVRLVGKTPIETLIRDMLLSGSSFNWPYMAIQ
TLR9-MyD88 inh = inhibitors of TLR9-MyD88 association in cells, primary screen, cell-based, CHO, BLA complementation, fluorescence | inhibition, % at 4.98 µM | CCF4 FRET ratio | actives 0.21% (n = 340,000) | AID 504734, 2011;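 active = inhibition above the mean over all tested compounds plus 3 SD, cut at about 21% in these data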;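 note: 0% = DMSO only wells and 100% = clavulanate BLA inhibitor control wells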
TROY NFkB inh = inhibitors of TROY-driven NF-kB signaling, primary screen, Q293 LMP1-TROYcd cells, NF-kB luciferase, uHTS; Q293 LMP1-TROYcd NF-kB luciferase reporter, 4 h; actives 0.98% (n = 360,000); inhibition, % at 10 µM;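 active = compounds whose plate-normalised and pattern-corrected inhibition of the luciferase reporter signal at the single screening dose is 50% or more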
Numbers without * were called inactive; nt = no result given. The list is partial, so the mix of outcomes need not match the whole.

Structure,SRC2 inh,SRC1 inh,TWEAK Fn14 block,SRC3 inh,NR5A2 inv ag,LMP1 NFkB inh,TRAIL sens C8,NOD2-RIPK2 inh,COUP-TFII inh,TLR9-MyD88 inh,TROY NFkB inh
O=C(Nc1cc(S(=O)(=O)Nc2ccc(Cl)cc2)ccc1O)c1ccc(F)cc1F,-12.3,14.1,10.8,8.0,6.9,17.3,-6.3,-33.3,22.7,-2.1,-1.9
O=C(NCCc1ccccc1)c1cc([N+](=O)[O-])ccc1N1CCOCC1,14.2,-2.2,7.6,-7.9,-15.6,-8.5,-3.9,-11.1,-7.0,-0.6,-6.5
Cc1ccc(OCC(=O)NNC(=O)C2CSC3(C)CCC(=O)N23)cc1C (centres undefined),-14.2,-3.0,6.8,-4.9,11.9,-4.1,-33.0,1.0,-2.9,-4.4,3.2
OC[C@@H]1CN(Cc2ccco2)C[C@H](n2cnc3c(NC4CC4)ncnc32)O1,-1.6,-7.7,-7.3,-13.1,-4.8,nt,0.8,-4.8,10.8,nt,7.2
OCC1(Cc2ccccc2)CCN(C2CCN(c3ccccc3F)CC2)CC1,-24.6,0.8,-0.3,8.1,-0.5,2.1,6.7,-14.5,-4.8,-8.4,6.4
O=C(Nc1ccccc1-c1nnn(CC(=O)N2CCc3ccccc3C2)n1)C1CCC1,-8.4,12.6,71.1*,4.0,-0.4,-1.6,-1.9,-1.3,12.4,-5.0,nt
Cc1cc(N2CCOCC2)nc2ccc(NC(=O)CCC(=O)N3CCN(c4ccccc4F)CC3)cc12,-60.6,-49.2,4.6,-48.5,-86.3,-18.2,33.9,7.2,-40.9,-5.4,-5.1
Cc1cccc(-c2onc3ccc(C(=O)/C=C/N(C)C)cc23)c1,-23.4,4.4,20.7,-28.4,-46.9,-19.8,-10.4,-4.2,-36.5,0.7,-22.6
CCC(C(=O)OC)n1cnc2c(cnn2-c2ccc(Cl)cc2)c1=O (centres undefined),0.1,12.7,20.2,2.4,-11.0,-2.7,7.5,3.7,2.8,2.2,-13.6
COc1ccc(Cc2nc3ccc(C(=O)N(C)C(C)c4nccs4)cc3o2)cc1 (centres undefined),-27.0,-10.2,20.9,21.8,12.5,-3.9,3.6,-5.5,5.5,0.3,-8.7
CCCc1c(C)c2cccc(C)c2[nH]c1=O,-18.0,13.0,-8.0,8.6,4.0,-0.9,-4.6,0.8,2.6,-3.4,-4.0
CC(=O)c1cccc(NC(=O)c2ccc(N(Cc3ccccc3)S(C)(=O)=O)cc2)c1,-21.5,7.2,3.3,-3.2,-5.7,7.2,0.1,-10.6,-8.3,-2.8,5.5
Cc1ccc(N(Cc2ccccc2)C(=O)c2ccc(Cl)c(S(=O)(=O)N3CCOCC3)c2)cc1,-22.9,-1.6,-2.0,11.5,-2.1,-5.8,7.0,6.5,11.0,-3.6,-2.1
Cc1cnc(C(=O)OCC(=O)Nc2ccc(Cl)cn2)cn1,-38.8,-5.6,2.3,5.1,7.0,-3.3,5.7,-3.3,-2.6,2.2,-10.5
CCN(CC)S(=O)(=O)c1ccc(C(=O)Nc2cc(S(=O)(=O)N3CCOCC3)ccc2O)cc1,-27.1,-0.8,-18.6,-16.2,10.8,1.9,-2.2,2.0,5.5,-0.8,-8.8
CCN(CC)CCCN1C(=O)C(=O)/C(=C(/O)c2ccccc2)C1c1cc(OC)ccc1OC (centres undefined),-14.7,-10.1,-8.6,15.8,-3.6,7.8,7.5,8.5,-1.1,2.7,-4.0
CC(C)Oc1ccc(S(=O)(=O)N2CCOCC2)cc1NC(=O)CSc1nnc(C2CC2)n1C,-32.6,8.4,-7.3,-39.5,8.8,-0.7,-6.7,-5.9,-24.4,-6.5,4.2
N/C(=N\OC(=O)COc1cc(Cl)c(Cl)cc1Cl)c1ccccn1,-38.6,-70.9,-5.9,-83.6,-118.3,-28.5,38.4,1.1,-14.8,nt,-10.1
CCOC(=O)C1=NN(C(=O)Nc2cccc(C(F)(F)F)c2)C2C(=O)N(c3cccc(C(F)(F)F)c3)C(=O)C12 (centres undefined),11.9,0.5,-8.3,7.2,16.2,2.1,-4.3,-13.8,1.7,-1.2,23.9
c1ccc(-c2ccccc2OCc2nnc3n2CCC3)cc1,-0.8,-17.2,9.3,-1.4,-3.3,-2.1,-3.7,-6.4,10.7,-17.9,-15.5
CCCCNc1nc(NCc2ccccc2)nc2ccccc12,-7.7,nt,34.1,nt,17.7,nt,21.6,-0.1,13.8,nt,54.6*
COc1ccc(-c2noc(CCC(=O)NCCCN3CCC(Cc4ccccc4)CC3)n2)cc1,39.3,11.6,-2.5,36.5,24.8,-26.4,20.3,5.0,34.2,2.9,3.3
O=C(CN1CCCCC1)Nc1ccc(F)c(Cl)c1,11.5,-4.3,-13.2,5.4,6.1,9.4,3.7,-4.9,6.4,6.4,-20.0
Cc1ccc(Oc2nc3ccccn3c(=O)c2/C=C(\C#N)C(=O)Nc2c(C)n(C)n(-c3ccccc3)c2=O)c(C)c1,6.5,2.1,45.4,-19.5,3.3,-0.2,-5.4,-1.9,-5.4,-0.6,41.0
CC(=O)Nc1nnc(S(=O)(=O)N2CCN(c3ccc([N+](=O)[O-])cc3Cl)CC2)s1,0.5,2.4,-4.0,1.0,-19.4,-4.2,-1.3,-4.5,5.0,-6.0,3.2
CCOC(=O)c1c(C)[nH]c(N=Nc2ccccc2)c1C,-49.5,-104.7,-8.4,-59.4,-102.7,-44.8,-14.6,8.9,-21.4,-3.7,-44.2
CC(=O)N1c2ccc(S(=O)(=O)N3CCC(C(=O)NC4CCCC(C)C4C)CC3)cc2CC1C (centres undefined),-17.5,10.4,-0.2,0.7,5.7,-4.7,-0.8,6.8,12.9,-13.9,3.4
Cc1ccc(OC(C)C(=O)Nc2ccccc2C(=O)N2CCN(C)CC2)cc1 (centres undefined),-4.8,-2.3,5.6,3.2,-2.0,5.8,2.9,5.0,12.2,9.2,8.5
Cc1ccccc1N(CC(=O)NCc1ccc2c(c1)OCO2)C(=O)CCC(=O)Nc1ccccn1,-28.3,-5.8,-0.1,14.1,9.0,-5.7,-7.6,-10.1,-3.8,-2.5,-9.3
Oc1ccc(N=Nc2nc(-c3ccccc3)c(-c3ccccc3)[nH]2)cc1,-0.1,1.0,46.8,-2.0,-12.4,-9.7,16.1,4.6,-14.1,7.9,3.9

The list goes on.
Structure,SRC2 inh,SRC1 inh,TWEAK Fn14 block,SRC3 inh,NR5A2 inv ag,LMP1 NFkB inh,TRAIL sens C8,NOD2-RIPK2 inh,COUP-TFII inh,TLR9-MyD88 inh,TROY NFkB inh
O=C(Nc1ccccc1-c1ccccc1)c1ccc(Cl)c([N+](=O)[O-])c1,-3.9,11.1,-20.6,29.8,-18.8,0.3,-4.8,20.5,-2.6,7.7,-6.0
CC1CCN(C(=O)CNC(=O)Cn2ccc3ccccc3c2=O)CC1,-22.4,9.5,2.3,-5.7,-29.4,-3.6,8.8,-6.2,10.9,-12.1,5.0
Cc1ccc(-n2c(-c3nn(C)c(C)c3Cl)n[nH]c2=S)cc1,-4.1,-0.3,-2.7,6.1,7.7,-9.2,10.9,5.3,10.2,4.5,9.6
CCc1cc(Cn2nc(-c3ccccc3)cc2C(=O)NCc2cccs2)on1,-3.4,13.3,7.4,13.4,34.3,-2.8,7.8,-6.4,12.9,1.1,18.0
CCOC(=O)Cc1csc(NC(=O)NC2(C(F)(F)F)Oc3cc(Cl)c(Cl)cc3O2)n1,8.8,-13.8,-113.7,-39.3,4.1,-5.6,17.0,-5.7,-3.7,-10.3,-57.1
CC(=O)CCc1ccc(Oc2nc(-c3cccnc3)nc3ccccc23)cc1,-5.4,0.6,-8.5,4.2,19.8,-4.0,2.7,1.2,23.3,-1.6,7.2
Cc1ccc(-c2nc3ccc(Br)cn3c2CC(C)(C)C)cc1,-15.5,-28.4,-27.3,5.5,-34.0,-12.1,-5.6,3.9,-6.8,1.7,-58.0
COc1ccc(S(=O)(=O)N(C)C[C@@H]2Oc3c(NS(=O)(=O)c4cn(C)cn4)cccc3C(=O)N([C@@H](C)CO)C[C@@H]2C)cc1,-19.1,7.3,-9.5,17.9,16.9,0.6,3.8,5.5,-1.9,9.4,-26.5
CCOCCCNC(=S)NCCNc1nc2c(C)cccc2cc1C#N,nt,-14.1,-8.8,-4.7,-32.3,3.0,-1.8,2.4,nt,2.3,-22.5
CCCCCCCCN1C(=O)[C@H](CC(=O)N2CCN(C(=O)OCC)CC2)C[C@@]2(C(=O)OC)CCCCC=C12,22.8,nt,18.7,nt,21.5,nt,-3.1,-7.2,14.0,nt,2.3

Compounds from the list above that have a cyano group:
Structure,SRC2 inh,SRC1 inh,TWEAK Fn14 block,SRC3 inh,NR5A2 inv ag,LMP1 NFkB inh,TRAIL sens C8,NOD2-RIPK2 inh,COUP-TFII inh,TLR9-MyD88 inh,TROY NFkB inh
Cc1ccc(Oc2nc3ccccn3c(=O)c2/C=C(\C#N)C(=O)Nc2c(C)n(C)n(-c3ccccc3)c2=O)c(C)c1,6.5,2.1,45.4,-19.5,3.3,-0.2,-5.4,-1.9,-5.4,-0.6,41.0
CCOCCCNC(=S)NCCNc1nc2c(C)cccc2cc1C#N,nt,-14.1,-8.8,-4.7,-32.3,3.0,-1.8,2.4,nt,2.3,-22.5
